# Hsp70 activator – transcriptional activators of Hsp70. HeLa Hsp70 promoter luciferase reporter, luminescence; scaled: vehicle 0, proteasome-inhibitor control 100%. activation, % at 10 µM. 200,000 tested, 0.04% active;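 active = activation above the mean across all tested compounds plus 3 SD, cutoff set per campaign, cut at about 5.5% in these data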;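 note: 100% = MG132 at 30 µM as the positive control and 0% = DMSO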
# HMGR II inh – blocks class II HMG-CoA reductase of Enterococcus faecalis; purified E. faecalis HMGR, NADPH absorbance 340 nm kinetic; inhibition, % at 10 µM; 190,000 tested, 0.41% active; AID 1066;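 active = inhibition above a set limit, the median over all tested compounds plus 3 SD, cut at about 9.5% in these data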;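 note: enzyme runs in reverse so mevalonate oxidation gives rising NADPH absorbance; 0% = complete reaction with DMSO and 100% = background rate lacking mevalonate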
# STAT3 act – increases IL-6 driven STAT3 reporter signal. 190,000 tested, 0.91% active. U3A cells, IL-6 STAT3-luciferase reporter, luminescence; 100% = signal with IL-6 EC80 alone. AID 871. activation (% of control), % at 5.6 µM;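 active = activation above the screen-wide mean of compound activation plus 3 SD, cut at about 130% in these data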;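 note: 0% = background luminescence of wells with medium and substrate only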
#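 system = STAT3-luciferase reporter U3A cells | reagent = IL-6 stimulus at 33 ng/mL final | timing = 1 h compound pre-exposure, 6 h IL-6 stimulation, 37 °C | measured by = luminescence | evaluation = % activation versus median of IL-6-stimulated wells | control set = IL-6-only wells as 100% reference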
# APP 5'UTR act – APP 5'UTR luciferase reporter activation; 190,000 tested, 1% active; SH-SY5Y APP 5'UTR luciferase reporter, luminescence; zero percent = DMSO vehicle wells; activation, % at 2 µM;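 active = activation above a set limit, based on mean plus 3 SD of controls, cut at about 140% in these data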; note: values of inactives mirror those of a sister screen read the other way
# NF-kB neuron act – raises NF-kB expression in human neuronal cells; NF-kB reporter expression; active compounds read high; fold change at 12.5 µM; 190,000 tested, 1.6% active; in the data active = fold change above about 3.3
# Redox H2O2 prof – compounds producing H2O2 with reducing agent – biochemical, NIH compound library profiling, artefact control for MLSCN library redox annotation, primary screen | 200,000 tested, 0.03% active | activation, % at 10 µM | DTT-dependent redox cycling H2O2, phenol red/HRP absorbance; 100% = 100 µM peroxide control, 0% = buffer;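 active = activation of at least 50% relative to the plate's high and low controls in the primary single-dose screen; inactive = activation below 50%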;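 note: compound incubated with DTT at 0.8 mM final as the reducing agent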
# STAT3 inh – inhibitors of IL-6 induced STAT3 signaling; U3A cells, IL-6 STAT3-luciferase reporter, luminescence; host cell line lacks STAT1; inhibition, % at 5.5 µM; 190,000 tested, 0.89% active;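 active = inhibition above the mean inhibition across all screened compounds plus 3 SD, cut at about 44% in these data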;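 note: 0% = DMSO only wells and 100% = 100 µM nifuroxazide control wells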
# STAT1 blocker – STAT1 signaling inhibition | NIH 3T3 STAT1-luciferase reporter, IFN-gamma, luminescence | inhibition, % at 5.5 µM | 200,000 tested, 0.35% active;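 active = inhibition above a set limit, the mean inhibition across all tested compounds plus 3 SD, cut at about 34% in these data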;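 note: 0% = IFN-gamma with DMSO and 100% = IFN-gamma with 300 µM nifuroxazide; values of inactives mirror those of a sister screen read the other way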
# TLR4 MyD88 comp – blocks binding of human TLR4 to MyD88; HeLa CL3-4 TLR4/MyD88 BLA complementation, FRET ratio; inhibition, % at 8.4 µM; 200,000 tested, 0.18% active; AID 861; in the data active = inhibition above about 25%;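 note: 0% = vehicle and 100% = reference inhibitor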
# Target sequence (O00206 whole entry, looked up): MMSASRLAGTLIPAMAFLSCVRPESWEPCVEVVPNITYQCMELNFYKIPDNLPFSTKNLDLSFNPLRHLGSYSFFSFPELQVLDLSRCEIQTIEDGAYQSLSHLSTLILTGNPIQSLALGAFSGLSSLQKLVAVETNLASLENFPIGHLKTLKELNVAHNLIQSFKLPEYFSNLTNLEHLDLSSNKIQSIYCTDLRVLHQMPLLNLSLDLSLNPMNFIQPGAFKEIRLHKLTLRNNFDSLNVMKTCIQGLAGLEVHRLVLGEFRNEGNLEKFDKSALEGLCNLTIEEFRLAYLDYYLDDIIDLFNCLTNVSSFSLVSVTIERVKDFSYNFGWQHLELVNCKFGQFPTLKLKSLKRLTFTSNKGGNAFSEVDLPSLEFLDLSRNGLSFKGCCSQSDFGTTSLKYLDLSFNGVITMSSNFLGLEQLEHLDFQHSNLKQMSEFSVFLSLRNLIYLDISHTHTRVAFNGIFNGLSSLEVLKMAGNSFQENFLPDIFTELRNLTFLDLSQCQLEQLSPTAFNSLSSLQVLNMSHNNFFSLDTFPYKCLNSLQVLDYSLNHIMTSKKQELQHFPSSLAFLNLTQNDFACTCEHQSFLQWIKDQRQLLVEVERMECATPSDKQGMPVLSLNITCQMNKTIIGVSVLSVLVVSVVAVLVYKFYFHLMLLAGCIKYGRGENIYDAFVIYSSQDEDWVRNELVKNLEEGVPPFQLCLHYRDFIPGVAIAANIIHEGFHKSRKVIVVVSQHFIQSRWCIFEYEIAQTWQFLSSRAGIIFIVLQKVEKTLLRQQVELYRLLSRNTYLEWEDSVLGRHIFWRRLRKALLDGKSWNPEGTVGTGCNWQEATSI
# Target sequence (Q99836 whole entry, looked up): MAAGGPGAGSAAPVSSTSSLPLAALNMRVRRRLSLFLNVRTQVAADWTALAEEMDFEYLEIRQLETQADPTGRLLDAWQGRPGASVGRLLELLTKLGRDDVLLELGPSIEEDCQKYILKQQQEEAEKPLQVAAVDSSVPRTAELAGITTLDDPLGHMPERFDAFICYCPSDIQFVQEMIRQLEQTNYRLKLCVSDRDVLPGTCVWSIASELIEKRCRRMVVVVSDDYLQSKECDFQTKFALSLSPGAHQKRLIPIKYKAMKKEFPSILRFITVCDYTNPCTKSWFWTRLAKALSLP
# STAT1 act – increases IFN-gamma driven STAT1 reporter signal; NIH 3T3 STAT1-luciferase reporter, luminescence; 100% = IFN-gamma alone, no compound; activation (% of control), % at 5.5 µM; 200,000 tested, 2.6% active; AID 932;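 active = activation above the screen-wide mean activation plus 3 SD, cut at about 130% in these data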;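 note: raw ratio to IFN-gamma control signal so 100% means no change and 0% no light; values of inactives mirror those of a sister screen read the other way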
# An asterisk follows results filed as active; / = not tested or not shown.
molecule	Hsp70 activator	HMGR II inh	STAT3 act	APP 5'UTR act	NF-kB neuron act	Redox H2O2 prof	STAT3 inh	STAT1 blocker	TLR4 MyD88 comp	STAT1 act
COC(=O)[C@@H](NC(=O)CCc1nnc(-c2ccsc2)o1)C(C)C	-0.1	4	98	30	1.2	-1.1	5	-11	-4	108
CCOC(=O)C1CCN(c2nc3ccccc3nc2C(C#N)C(=O)OCCOC)CC1 (stereo not drawn)	-0.2	4	78	1	0.33	0.4	32	6	9	95
O=C1C=C(O)CC(c2cccs2)C1 (stereo not drawn)	-0.5	-6	98	1	1.1	0.5	5	11	-9	90
Cc1[nH]c2ccccc2c1/C=N/Nc1ccccn1	-0.2	-9	99	-6	1	-1.0	1	-12	1	112
CCNS(=O)(=O)c1ccc(OC)c(C)c1	-0.4	5	104	4	0.93	0.1	-1	1	1	102
COc1ccccc1NC(=O)C1=C(C)Nc2nc3ccccc3n2C1c1cccs1 (stereo not drawn)	-0.1	1	103	-91	0.76	-0.8	-6	8	-3	95
CCCCC(=O)Nc1ccc(C(=O)N2CCN(C)CC2)cc1	-0.2	0	102	0	1.4	3.4	1	-7	0	107
Cc1cccc(N(CC(=O)N2CCOCC2)S(C)(=O)=O)c1	-0.2	-4	96	-1	1.2	2.3	9	-2	-12	102
O=[N+]([O-])c1ccc(/C=N/Nc2nc(N3CCCCC3)nc(N3CCCCC3)n2)o1	-0.3	-2	94	4	0.45	0.7	4	10	12	91
Cc1nc2sc(C)c(C)c2c(=O)o1	-0.2	-8	102	24	1.3	2.0	0	-4	-11	104
NC(=O)c1oc2ccccc2c1NC(=O)c1nc2ccccc2s1	0.3	-5	106	3	1.4	-1.2	-6	-23	1	121
COc1ccc(NC(=O)C(NC(=O)c2ccc(=O)[nH]c2)c2ccccc2)cc1 (stereo not drawn)	-0.2	-2	103	5	1.1	-0.1	0	3	6	97
CCCS/C(N)=N/N=C/c1ccccc1O	0.4	-4	112	90	3.3*	-0.2	-10	0	1	100
COc1ccc(/C=C/C(=O)OCC(=O)NC2CCCC(C)C2C)cc1S(=O)(=O)N1CCOCC1 (stereo not drawn)	-0.3	1	96	-14	1.1	-0.1	6	1	-7	97
CCOc1ccccc1N1CN(CC)CNC1=S	0.5	-4	104	13	0.95	1.8	7	1	0	99
O=C1OCCC1Sc1nnc(-c2ccco2)o1 (stereo not drawn)	-0.4	1	105	-8	1	-2.1	-1	6	-2	95

# Complete entries, quoted from the list. Order of values: Hsp70 activator, HMGR II inh, STAT3 act, APP 5'UTR act, NF-kB neuron act, Redox H2O2 prof, STAT3 inh, STAT1 blocker, TLR4 MyD88 comp, STAT1 act
# Shown for O=C1OCCC1Sc1nnc(-c2ccco2)o1 (stereo not drawn) → -0.4, 1, 105, -8, 1, -2.1, -1, 6, -2, 95
# Shown for O=[N+]([O-])c1ccc(/C=N/Nc2nc(N3CCCCC3)nc(N3CCCCC3)n2)o1 → -0.3, -2, 94, 4, 0.45, 0.7, 4, 10, 12, 91

# Further structures follow:
molecule	Hsp70 activator	HMGR II inh	STAT3 act	APP 5'UTR act	NF-kB neuron act	Redox H2O2 prof	STAT3 inh	STAT1 blocker	TLR4 MyD88 comp	STAT1 act
Cc1ccc(NC(=O)c2cc(-n3cnnc3)ccc2Cl)c(C)c1	-0.3	-10	103	-10	1.1	0.1	-1	-8	1	108
COCC(=O)NCCNc1nc2ccc(C)cc2cc1C	-0.1	-3	95	2	0.92	-0.1	10	0	9	100
CC(C)COP(=O)(c1ccc(N(C)C)cc1)C(Nc1ccccc1)c1cccnc1 (stereo not drawn)	-0.3	4	106	9	0.71	0.2	-4	9	-10	92
CCC(Sc1nc2ccccc2[nH]1)C(=O)Nc1ccc(NC(C)=O)cc1 (stereo not drawn)	-0.1	-5	95	23	1.1	-1.8	9	2	4	98
COc1ccc(CCNc2nc(-c3cccc(NC(C)=O)c3)cs2)cc1OC	0.1	2	97	13	0.5	-0.6	10	12	-5	89
N#CC(C(=O)NCCc1ccccc1)c1nc2ccccc2nc1N1CCCCC1 (stereo not drawn)	-0.2	1	96	3	1	-0.1	10	9	-3	92
O=C(OCc1ccccc1)/C(=C/c1cccc2ccccc12)NC(=O)c1ccccc1	-0.4	-3	87	-5	1.2	-0.2	17	1	8	99
N#Cc1c(-c2ccccc2)nc(N2CCCCCC2)[nH]c1=O	-0.3	-3	103	14	0.91	6.4	-1	3	-5	97
O=C(CN1CCC(Cc2ccccc2)CC1)NC(=O)NCc1ccccc1	-0.1	-1	84	19	1.2	0.5	21	10	3	91
Nc1ccc(C(=O)OCc2nc3cc4ccccc4cc3[nH]2)cc1	-0.1	-7	100	-4	1.5	-1.9	4	-17	9	114
c1ccc(OCCN2C3=NCCN3c3ccccc32)cc1	-0.2	1	88	4	1	3.4	16	1	6	99
Cc1ccc(CNC(=O)CCC2CCCN(Cc3c(C)nn(C(C)C)c3C)C2)o1 (stereo not drawn)	0.1	-4	106	7	0.99	-0.1	-1	-5	-5	104
Cc1ccc(C(C)(C)C)cc1S(=O)(=O)NC(=O)c1ccccc1	-0.2	-2	96	-11	1.2	1.3	10	-1	5	99
COC(=O)c1ccc2c(=O)n(Cc3ccco3)c(SCC(=O)Nc3cc(C)on3)nc2c1	0.0	-3	108	7	1.2	-0.7	1	-7	-9	106
Cc1ccc(-c2noc(CNCCCN(C)C)n2)cc1	0.0	-5	99	-1	1.2	0.1	5	-3	-3	103
CC1(C)CC(=O)C2=C(C1)Oc1ncn(CCCn3ccnc3)c(=N)c1C2c1ccccc1 (stereo not drawn)	0.0	-2	105	7	0.95	1.7	0	7	-25	94
Fc1ccccc1CSCc1nc2ccccc2[nH]1	0.2	-7	118	18	2.3	-1.8	-18	-34	17	131*
CCOC(=O)c1ccc2c(c1)n(CC)c(/C=C/Nc1ccccc1)[n+]2CC	0.1	-2	121	1	0.55	1.8	-25	21	0	81
CN(C)S(=O)(=O)N1CCN(S(=O)(=O)c2ccc(F)cc2)CC1	-0.1	0	101	-2	1.1	0.2	2	-2	-4	102
O=C(N/C(=C/c1ccc(Br)cc1)C(=O)N1CCCC1)c1cccs1	-0.5	-1	116	-22	0.97	-0.2	-17	1	-3	99
O=C1C2C3c4ccccc4C(c4ccccc43)C2c2nc3ccccc3n21 (stereo not drawn)	-0.3	-3	48	-26	1.1	0.6	64*	3	11	93
CCc1c(C)nc2cc(-c3cccs3)[nH]n2c1=O	0.1	-1	103	27	1.7	-1.3	0	-18	1	116
CC(=O)c1ccc(NC(=O)CSc2nc(C)cc(C)c2C(N)=O)cc1	-0.3	-5	88	12	1.1	-0.5	19	16	-6	84
CCC(C)C(NC(=O)c1ccccc1NC(=O)c1ccc(OC)cc1)C(=O)NCc1ccco1 (stereo not drawn)	-0.1	-10	97	-12	1.1	-0.6	8	14	2	87
Cc1ccc(C(=O)O/N=C/C2=C(Cl)c3ccccc3CC2)cc1	-0.1	-4	97	-13	1	-2.3	5	-5	-5	105
O=C(Nc1nnc(-c2ccncc2)o1)C1CCCCC1	-0.3	-7	97	26	1.1	0.8	-2	4	-6	96
O=C1C(=O)N(CCc2c[nH]c3ccccc23)C(c2cccnc2)/C1=C(/O)c1ccccc1 (stereo not drawn)	0.1	-2	104	11	0.97	-0.8	-3	4	9	96
N#CC1=C(S)N(c2ccccc2)C2(CCCCC2)NC1=O	-0.1	0	108	-1	1.1	-0.2	0	1	0	99
CCOC(=O)C1=C(C)NC(=O)NC1c1ccc(-c2ccc(Cl)cc2)o1 (stereo not drawn)	-0.2	-1	94	32	0.98	-1.8	11	18	13	83
CCCCOC1(c2ccccc2)OC(=O)c2ccccc21 (stereo not drawn)	0.0	1	105	3	1.1	-7.2	1	-6	-3	105
CC1CCc2c(sc3nc(CN4CCOCC4)nc(NS(=O)(=O)c4cccc([N+](=O)[O-])c4)c23)C1 (stereo not drawn)	-0.4	-3	99	/	1.2	0.2	-1	7	-8	94
O=S(=O)(/N=C(/Nc1ccccc1)c1ccccc1O)c1ccccc1	0.2	3	94	13	1.1	-0.5	10	-3	-17	100
CCCCCCc1nc2ccccc2c(=O)n1N	0.1	-2	81	0	1.3	-2.5	28	-8	-3	108
C=C(C)COc1ccc(-c2[nH]ncc2-c2ccc(Br)cc2)c(O)c1	-0.3	-5	109	-79	0.96	0.8	-6	-1	-13	101
CCOC(=O)CNC(=O)c1c(C)nn(-c2ccccc2)c1Cl	-0.1	-6	103	27	1.2	2.5	3	-3	-1	103
COc1ccc(C(=O)c2ccc([N+](=O)[O-])cc2Cl)cc1	-0.4	-6	107	-4	1.5	-0.2	-6	-11	-4	108
CC1(C)Cc2cccc(OCC(N)=O)c2O1	0.2	-5	101	-2	1.6	1.7	2	-4	0	103
CC(C)CC(c1nnnn1CC1CCCO1)N1CCN(Cc2ccc3c(c2)OCO3)CC1 (stereo not drawn)	0.1	-2	94	0	0.89	0.2	11	12	4	89
CC(C)(C)OC(=O)NCc1nc(N)n[nH]1	-0.1	-6	99	6	1.3	0.9	6	-12	-2	111
CCCCNC(=O)C1CCCN(S(=O)(=O)c2ccc(S(=O)(=O)NCC(C)C)cc2)C1 (stereo not drawn)	-0.1	-4	94	11	1.1	0.1	11	0	0	100
CN(C)CCCCCNCCCNC(=O)/C=N\O	0.2	-5	106	8	0.87	2.8	-3	-3	6	103
CC(=O)Nc1ccc(S(=O)(=O)N[C@@H](C)C(=O)OCc2ccc(Cl)cc2)cc1	-0.3	-1	108	21	0.72	0.0	-6	-4	-7	104
OCCN(CCO)c1nc(-c2ccccc2)nc2c1oc1ccccc12	-0.1	-2	83	-1	0.57	-0.1	22	-10	-3	108
COc1cc(C(c2c(C)[nH][nH]c2=O)c2c(C)[nH][nH]c2=O)ccc1OC(=O)c1cccc([N+](=O)[O-])c1	-0.4	2	97	1	1.3	-4.8	8	-6	-2	106
CCOc1ccc(C(=O)NCCCN2CCCC2=O)cc1	-0.2	-2	102	-11	1.1	0.2	-2	-7	7	104
Cc1cc(C)n2nc(Nc3ccccc3)cc2n1	-0.5	1	157*	27	2	3.0	-62	18	2	83
COc1ccc(NC(=O)CSc2nc(C)cs2)cc1	0.0	-2	93	6	1.4	-2.0	10	-4	-6	104
CCc1ccccc1NC(=O)c1ccoc1C	0.3	-1	102	-23	1.2	0.8	2	6	-5	95
CCc1ccc(C(C)NC(=O)/C=C/c2ccc(Br)cc2)cc1 (stereo not drawn)	-0.1	0	93	10	1	0.1	16	-1	-6	101
CC(=O)Nc1ccc(C(=O)NNC(=O)CCc2ccccc2)cc1	-0.6	2	100	3	0.93	2.8	7	1	-5	99
CS(=O)(=O)N(CC(=O)N1CCCC1)Cc1ccc(Cl)cc1	-0.1	0	106	-8	0.92	0.3	-4	-7	6	106
O=C(Nc1ccc(F)cc1)c1cccc(NC(=O)C2C3CC4OC(=O)C2C4C3)c1 (stereo not drawn)	0.1	0	96	3	0.94	0.1	9	6	2	95

# Rows are unselected. Share with any hit: about 5.6%.
